GALR2 antag: GALR2 antagonists in receptor-expressing cells, primary screen; hit rate 0.39% among 140,000; AID 828, 2007; antagonist mode; inhibition, % at 4 µM; Galanin receptor type 2 (Homo sapiens), O43603; in the data active = inhibition above about 27%;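 note: cells stimulated with galanin 1-16 at roughly its EC80; 0% = agonist challenge control and 100% = basal control without agonist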
Target sequence (O43603 whole entry, looked up): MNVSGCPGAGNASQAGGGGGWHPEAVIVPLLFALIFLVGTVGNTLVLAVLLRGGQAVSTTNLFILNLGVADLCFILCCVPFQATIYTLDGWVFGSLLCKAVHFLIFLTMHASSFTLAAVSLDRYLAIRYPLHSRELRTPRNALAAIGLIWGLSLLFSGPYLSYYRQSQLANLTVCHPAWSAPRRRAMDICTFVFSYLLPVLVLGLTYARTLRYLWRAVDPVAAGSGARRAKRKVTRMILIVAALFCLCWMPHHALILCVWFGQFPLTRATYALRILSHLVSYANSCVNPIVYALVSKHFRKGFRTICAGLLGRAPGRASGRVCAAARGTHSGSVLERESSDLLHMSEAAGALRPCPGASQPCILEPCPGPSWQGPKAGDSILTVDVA
E-sel TNF inh: E-selectin induction blockers in HUVEC – imaging, immunofluorescence, high content, primary screen; HUVEC TNFa-induced E-selectin immunofluorescence; inhibition, % at 2 µM; hit rate 0.71% among 120,000; AID 1246, 2008;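 active = inhibition above the batch mean plus 3 SD, and confirmed as a hit on visual image review, cut at about 43% in these data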;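 note: 0% = TNF-stimulated DMSO wells and 100% = unstimulated control wells; not every result past the cut was called active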
Measles CPE: compounds protecting cells from measles virus cytopathic effect, primary screen, measles RdRp inhibitor project, single point, MLSMR library, absorbance; protection (pct of control), % at 4 µM; hit rate 1.5% among 140,000; Measles virus-infected cells, CPE protection; AID 841, 2007; in the data active = protection mostly above about 24%, no sharp cut-off; inactive = mostly below about 26%; note: some compounds called inactive have numbers as strong as hits
PTEN del growth: growth suppression of PTEN-null HCT116, primary screen, cell-based, CellTiter-Glo; viability, % at 10 µM; hit rate 1.2% among 140,000; HCT116 PTEN-null viability, 60 h; hits give low values;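 active = viability at or below a set limit, 4 SD under the median of all tested compounds, cut at about 3.7% in these data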;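 note: PTEN knockout HCT116 line with beta catenin targeted HCT116 as companion control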
Phagocytosis inh: inhibitors of macrophage phagocytosis, primary screen, imaging, J774A.1 cells, IgG beads; J774A.1 macrophage IgG-bead phagocytosis; inhibition, % at 5 µM; hit rate 0.07% among 110,000; AID 1029, 2008;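 active = inhibition above the mean of the plate negative controls plus 5 SD, cut at about 13% in these data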;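 note: phagocytic index as fraction of beads internalized from green versus red external bead signal; plate controls were DMSO negative control for no effect and cytochalasin-D positive control for full effect; some results beyond the cut were filed as inactive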
Yeast lifespan up: compounds extending yeast replicative lifespan, primary screen, S. cerevisiae, OD615 | S. cerevisiae growth with nicotinamide; deaD strain in restrictive glucose medium | inhibition of the nicotinamide effect, % at 10 µM | hit rate 0.68% among 130,000 | AID 775, 2007;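 active = inhibition above a set limit, placed 3 SD over the median of all compounds, cut at about 26% in these data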;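 note: 0% = nicotinamide-treated wells and 100% = cells grown without nicotinamide; some compounds called inactive have numbers as strong as hits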
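Buffer or medium: CSMM-D glucose medium, restrictive; test system: modified budding yeast, DeaD strain; compound: single dose 10 µM compound, 0.25% DMSO; schedule: culture preincubation 4 h, compound exposure 48 h, both 30 °C; detection: optical density (absorbance) at 615 nm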
MRP1 act: H69AR viability gain despite doxorubicin, primary screen, MRP-1 activator project, H69AR cells, CellTiter-Glo | viability increase, % at 10 µM | viability rescue | AID 799, 2007 | hit rate 0.61% among 140,000;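 active = viability gain under doxorubicin at or above a set limit, the compound median plus 3 SD, cut at about 4.7% in these data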;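 note: MRP-1 overexpressing cells given doxorubicin 25 µM after compound pretreatment; 18-22 h compound pretreatment then 72 h with doxorubicin before readout; 0% = doxorubicin-only wells and 100% = vehicle-treated cells without doxorubicin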
bCat KO growth: primary screen for growth suppressors in beta-catenin knockout HCT116 cells (colon tumor, human). HCT116 beta-catenin knockout viability, CellTiter-Glo, 60 h; hits give low values. viability, % at 10 µM. hit rate 1.5% among 140,000;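 active = viability at or under a set limit, the compound median less 4 SD, cut at about 6% in these data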;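 note: 0% = Hyamine 1622 control at 20 µM and 100% = untreated cell control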
NPY-Y2 antag: NPY-Y2 receptor antagonists, primary screen, cell-based | hit rate 0.99% among 140,000 | Neuropeptide Y receptor type 2 (Homo sapiens), P49146 | NPY-Y2 expressing cells, antagonist mode | inhibition, % at 2.7 µM | AID 793, 2007; in the data active = inhibition above about 17%;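 note: 0% = vehicle with agonist challenge and 100% = reference antagonist with challenge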
Target sequence (P49146 whole entry, looked up): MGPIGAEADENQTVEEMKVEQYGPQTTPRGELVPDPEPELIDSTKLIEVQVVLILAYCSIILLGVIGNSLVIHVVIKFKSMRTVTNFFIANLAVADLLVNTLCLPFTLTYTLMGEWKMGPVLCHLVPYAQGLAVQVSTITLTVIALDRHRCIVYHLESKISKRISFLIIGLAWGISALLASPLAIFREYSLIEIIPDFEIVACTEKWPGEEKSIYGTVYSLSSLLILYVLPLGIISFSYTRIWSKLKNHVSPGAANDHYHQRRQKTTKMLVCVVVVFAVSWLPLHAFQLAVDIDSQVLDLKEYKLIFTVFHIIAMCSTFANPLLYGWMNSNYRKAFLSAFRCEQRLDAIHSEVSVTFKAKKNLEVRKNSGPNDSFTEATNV
BB579 growth dn: growth inhibitors of yeast BB579 in restrictive medium, primary screen, yeast lifespan-shortening project, S. cerevisiae; OD615, 48 h; inhibition, % at 10 µM; hit rate 0.51% among 140,000; AID 804, 2007;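 active = inhibition above a set limit, 3 SD over the mean compound inhibition, cut at about 44% in these data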; note: inactives centre near -24
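Detection: OD615 turbidity measurement; Material: Saccharomyces cerevisiae DeaD strain BB579, replicative lifespan model yeast; Timing: 48 h exposure, 30 °C; Doses: single 10 µM dose; Medium: CSMM-D restrictive synthetic medium containing dextrose (glucose); Controls: amphotericin B at 10 µg/mL as positive control.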
* marks the source's active call; other numbers are inactive results; . = no result given; & = joins results of further samples.

The line under a structure holds: GALR2 antag	E-sel TNF inh	Measles CPE	PTEN del growth	Phagocytosis inh	Yeast lifespan up	MRP1 act	bCat KO growth	NPY-Y2 antag	BB579 growth dn
> O=C(COC(=O)CNC(=O)c1ccc(Cl)cc1)Nc1ccc(Cl)cc1C(F)(F)F
→ 2	.	.	92	-3	-5	1.2	95	7	-8
> O=c1[nH]c(Nc2nc3ccccc3o2)nc2c1CCCC2
→ -10	5	6	2.8*	-1	-12	-5.1	3.3*	2	-23
> NC(=O)Cc1ccc(Nc2nnc(-c3ccc(O)cc3)c3ccccc23)cc1
→ 3	.	8	104	-5	-3	4.4	90	0	-12
> Cc1cccc(C)c1NC(=O)CCS(=O)(=O)c1cccc2nsnc12
→ -9	-10	9	93	-1	0	-1.2	93	0	-9
> O=C1CC(c2cccs2)c2cc3c(cc2N1)OCO3 (configuration not stated)
→ 0	0	3	85	.	-7	-1.5	84	3	-38
> Cc1ccc(-n2ncc3c(NNC(=O)Cc4ccccc4)ncnc32)cc1
→ -3	.	4	80	-7	2	-0.5	78	4	-16
> CCOc1ccc2nc(N3CCCC(C(=O)N4CCN(CC)CC4)C3)sc2c1 (configuration not stated)
→ -5	-6	8	78	1	-8	-1.3	91	0	-3
> CC(C)Oc1ccc(C(CC(=O)O)NC(=O)c2cccs2)cc1 (configuration not stated)
→ 2	9	2	112	.	-9	-0.7	103	0	-55
> CCS(=O)(=O)Nc1cccc(C(=O)CC2(O)C(=O)Nc3ccccc32)c1 (configuration not stated)
→ 1	-31	5	98	-4	2	-0.8	93	2	-51
> CCC(C)NC(=O)Cn1nc(C(F)(F)F)c2c1CCCC2 (configuration not stated)
→ -2	-10	16	95	.	.	-0.6	91	3	-7
> COc1cc(OC)cc(-c2nnc(SCc3cccc(C(=O)O)c3)o2)c1
→ -5	6	3	101	0	-8	-2.0	101	1	-17
> CCOc1ccc(N2C(=O)c3cccnc3C2Nc2ccc(Cl)cc2)cc1 (configuration not stated)
→ -13	.	40	92	.	-2	-2.4	87	1	-61
> Cc1ccc2c(c1)C(O)(c1c(C)[nH]c3ccccc13)C(=O)N2 (configuration not stated)
→ 8	7	5	73	0	-22	-4.8	83	-1	6
> Cc1ccccc1Cn1nnc(-c2ccc3c(c2)OCO3)n1
→ 15	20	8	85	.	.	0.2	100	7	-46
> CCC[C@@H]1C[C@@]1(CCC)[C@@H](NP(=O)(c1ccccc1)c1ccccc1)c1ccc(C(=O)OC)cc1
→ 7	-19	1	19	.	9	-4.8	29	14	-51
> O=C(CN1C(=O)CSC1=O)Nc1ccc(F)c(F)c1F
→ -7	1	4	108	-5	-12	2.1	105	-3	15
> Clc1ccc(NC2=NCCCCC2)cc1
→ 7	4	6	93	0	-18	-2.4	107	1	-5
> N#C/C(=C/c1cn(-c2ccccc2)nc1-c1cccc(OCc2ccccc2)c1)C(=O)NCCCn1ccnc1
→ 1	.	9	12	3	0	-5.6	49	1	-22
> Cc1ccnc(SCCn2c(N3CCCCC3)nc3c2c(=O)n(C)c(=O)n3C)n1
→ -7	1	16	99	1	.	-0.7	96	2	-19
> O=C(CSc1cn(CCNC(=O)c2ccccc2)c2ccccc12)NCc1ccco1
→ 0	.	4	83	1	-7	-4.8	76	7	-13
> Cn1c(=O)c(=O)n(C)c2cc(S(=O)(=O)N3CCc4ccccc43)ccc21
→ 2	57*	7	79	-1	-4	-2.0	80	3	-37
> CCOC(=O)c1cc(C)sc1/N=C/C1=C(O)CCCC1=O
→ -10	.	34	95	8	-2	-2.8	96	9	-24
> CC1CCN(C(=O)CSc2nnc(Cc3cccn3C)n2CCc2ccccc2)CC1
→ 15	-13	7	78	0	-4	-3.0	78	2	-41
> CC1CN(c2nc(-c3ccccc3)nc3ccccc23)CC(C)O1 (configuration not stated)
→ -3	7	20	77	-1	-5	-2.6	86	4	-34
> COc1ccc(S(=O)(=O)N2CCC(C)CC2)cc1Br
→ 3	-6	4	66	-1	-20	-2.7	76	4	-41
> COc1c([N+](=O)[O-])c(=O)n(-c2ccccc2)c2ccccc12
→ 3	.	3	95	1	6	-1.9	80	1	-4
> COc1ccc(-c2csc(NC(=O)c3nc(-c4ccccc4)oc3C)n2)cc1
→ -5	15	15	77	1	-11	0.4	83	3	-58
> Cc1cc(N2C(=O)C(O)=C(C(=O)c3cccs3)C2c2ccccc2)no1 (configuration not stated)
→ -9	15	7	99	3	-12	-2.5	100	3	-17
> Cc1noc(NS(=O)(=O)c2ccc(NC(=O)CS(=O)(=O)c3ccccc3)cc2)c1C
→ -6	-9	4	96	-2	-15	-0.2	87	1	-73
> O=C(Nn1c(Cc2cccs2)nc2ccccc2c1=O)c1cccs1
→ 2	-21	5	106	-2	1	-0.1	94	2	-23
> CCCn1c(Nc2ccc(Cl)cc2)nc2ccccc21
→ 12	6	21	102	0	-2	-1.8	103	3	-19
> COc1ccc(N2CC(C)Cn3c2nc2c3c(=O)n(Cc3ccccc3F)c(=O)n2C)c(OC)c1 (configuration not stated)
→ 2	19	1	89	0	-6	-2.5	88	3	-14
> CNC(=O)CN(C)S(=O)(=O)c1ccc(F)cc1
→ -3	-7	14	99	-3	0	-2.6	92	1	-28
> COC(=O)c1ccc(NC(=O)c2ccccc2N(C)S(C)(=O)=O)cc1
→ -2	-35	1	90	-1	-15	-1.9	94	1	-20
> COc1ccccc1Cn1c(=O)c2ccccc2n2c(SCC(=O)N3CCCCC3)nnc12
→ -1	.	14	11	-7	-4	-5.9	11	6	1
> CCOC(=O)C1CCN(C(=O)c2c(-c3c(Cl)cccc3Cl)noc2C)CC1
→ 8	-35	19	90	0	15	-1.3	88	1	-93
> COc1cc(C(=O)Nc2nnc(-c3sccc3C)s2)cc(OC)c1OC
→ -7	.	16	80	-1	-6	-1.0	80	1	-32
> CCCCN(CC)CCNC(=O)CN(C)S(=O)(=O)c1ccc2c(c1)c(=O)n(C)c(=O)n2C
→ 3	-17	8	91	.	-5	-0.1	90	0	12
> CCOCCCNC(=O)N[C@@H](C)C(=O)OC
→ 7	-31	7	87	-2	1	0.0	77	3	-17
> O=C(COC(=O)c1ccccc1C(=O)N1CCN(c2ccc(F)cc2)CC1)NCc1ccccc1
→ 16	4	29	77	.	1	-2.3	83	3	-27
> C=CCn1c(SCc2ccc(C#N)cc2)nnc1-c1cccc(OC)c1
→ -5	.	15	91	-1	-8	0.0	85	4	-34
> CCCCC(NC(=O)c1ccc(Cl)cc1)C(=O)O (configuration not stated)
→ 10	27	20	108	-3	-9	-0.1	97	4	-37
> Cc1cc(C(F)(F)F)nn1CC(=O)N1CCCC1
→ 7	-52	7	102	6	-8	-2.5	91	1	-5
> Cc1ccc(C2c3c(oc4ccccc4c3=O)C(=O)N2c2nnc(C(C)C)s2)o1 (configuration not stated)
→ 4	-34	11	103	-2	20	-3.5	92	1	-46
> CCOC(=O)N1CCC(Nc2nc3ccccc3nc2NS(=O)(=O)c2ccc(Cl)cc2)CC1
→ 3	-1	11	83	-1	-9	-0.6	87	2	-53
> O=C(NNC(=O)c1cc2cc3ccccc3nc2s1)c1ccc(F)cc1
→ -8	33	5	91	.	-7	-1.6	90	3	-42
> COc1ccc(C2N(S(=O)(=O)c3ccccc3)CCN2S(=O)(=O)c2ccc(C)cc2)cc1 (configuration not stated)
→ -22	.	25	76	.	1	-1.4	83	12	-63
> CCN(CC(=O)O)S(=O)(=O)c1cc(Cl)ccc1Cl
→ -10	-28	9	105	-2	-3	0.2	91	2	-38
> CCN(Cc1ccccc1)C(=O)COC(=O)c1n[nH]c2ccccc12
→ 3	17	3	102&123	0	-8	2.0	100	0	-49
> O=C(COc1ncnc2c(Cl)cc(Cl)cc12)NC1CCCCCC1
→ -3	-17	2	98	2	-5	-1.1	99	0	-5
> COc1ccc(NC2CC(=O)NC2=O)cc1 (configuration not stated)
→ 2	-2	7	52	.	-26	-2.4	65	1	-55
> COc1ccc(NC(=S)Nc2ccc(N)c([N+](=O)[O-])c2)cc1
→ -4	-13	12	99	1	-15	-1.7	89	2	-5
> CCOc1ccc(NC(=O)[C@@H](NC(=O)c2ccccc2Br)C(C)C)cc1
→ -7	3	14	88	-2	1	-0.3	83	5	-76
> COc1cccc(=O)c2c(C)n(C)c(C)c12
→ -5	-2	5	103	0	-15	-0.7	103	0	-46
> CC(=C/c1ccccc1)/C=N/NC(=O)c1cnccn1
→ 8	10	10	107	0	-21	-0.3	102	3	-80
> NC(=O)C1CCN(C(c2ccccc2Cl)c2nnnn2Cc2ccc3c(c2)OCO3)CC1 (configuration not stated)
→ 3	-25	28	68	-2	-7	-2.0	77	3	13
> O=C(CSc1nnc(-c2ccco2)n1-c1ccccc1)NCc1ccco1
→ -8	-4	14	84	.	-14	-2.5	84	1	-46
> CCOC(=O)c1c(C)c(C(=O)NCc2cccs2)c(C)n1C
→ -3	.	7	90	.	-28	-3.2	86	2	-17
> COc1ccc2c(c1)C(C1C(=O)CCCC1=O)c1ccccc1O2 (configuration not stated)
→ -1	13	6	98	.	-28	-3.8	86	2	-23
> O=C(Nc1nc2c(s1)CCCC2)c1ccc(Br)s1
→ 18	.	4	45	-3	-28	-7.1	46	2	-2

(more compounds)
The line under a structure holds: GALR2 antag	E-sel TNF inh	Measles CPE	PTEN del growth	Phagocytosis inh	Yeast lifespan up	MRP1 act	bCat KO growth	NPY-Y2 antag	BB579 growth dn
> Nc1nc(SCC(=O)Nc2ccccc2-c2ccccc2)n[nH]1
→ 7	-7	7	90	2	-13	-2.2	92	-3	0
> CCn1c(O)c(N=NC2=NC(=O)CS2)c2ccccc21
→ 18	-63	12	99	.	-5	3.0	90	-2	-26
> COc1ccc(-n2cnnc2SCc2csc(-c3ccccc3)n2)cc1
→ 8	.	36	94	-1	-23	-3.0	97	5	-11
> Cc1cc(-c2cc(-c3ccc(Cl)cc3)nc(N)c2C#N)co1
→ -11	-24	8	68	.	-25	-3.9	64	0	-29
> COc1ccc(-c2cc(C(=O)N3CCCc4ccccc43)no2)cc1OC
→ -1	.	23	89	-2	-10	1.3	92	5	-12
> O=C(N/N=C/c1c[nH]c2c1ccc1ccccc12)c1ccc([N+](=O)[O-])cc1
→ -4	.	3	97	-6	-4	0.3	94	-2	-21
> Cc1ccc(Cn2cccc(NC(=O)c3ccco3)c2=O)cc1
→ 0	-3	11	84	0	-12	0.0	82	9	-31
> CCN(CC)CCNC(=O)c1c(O)c2cccc3c2n(c1=O)CCC3
→ 15	-38	9	104	1	26	-2.3	104	5	-34
> CC(C)Cn1c(C(C)C)nc([N+](=O)[O-])c1S(=O)(=O)c1ccc(F)cc1
→ 5	-37	26	2.4*	.	-17	-4.9	2.1*	0	2
